# IMP-1 inh: IMP-1 metallo-beta-lactamase inhibitors, primary screen, biochemical, epi-absorbance readout, Pseudomonas aeruginosa enzyme; metallo-beta-lactamase IMP-1 (Pseudomonas aeruginosa); 0.45% of 290,000 active; inhibition, % at 5.6 µM; purified IMP-1, nitrocefin hydrolysis, epi-absorbance fluorescence; AID 1556, 2009;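 active = inhibition above the mean plus 3 SD of all compounds in the same screening run, cut at about 4.5% in these data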;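 note: 0% = IMP-1 with DMSO and 100% = DMSO wells lacking enzyme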
#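 Test system: recombinant IMP-1 enzyme, purified / Medium: HEPES buffer pH 7.1 with ZnSO4 and Brij 35 / Doses: single dose, 5.6 µM / Times: 25 °C, 15 min preincubation, 25 min reaction / Detection: Epi-absorbance via hydrolysed-nitrocefin quenching of white-plate fluorescence, 480/530 nm, EDTA stop / Evaluation: percent inhibition from optical density relative to buffer-blank wells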
# GPR7 antag: GPR7 receptor antagonists, primary screen, cell-based, fluorescence, single concentration; GPR7-expressing cells, fluorescence antagonist assay; inhibition, % at 4.4 µM; 1.1% of 290,000 active; AID 1861, 2009; in the data active = inhibition above about 16%, passing the limit was not always enough;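 note: cells stimulated with the agonist NPW; 0% = agonist with vehicle and 100% = vehicle without agonist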
# NALP1 yeast inh: NALP1 inflammasome inhibitors in reconstituted yeast, colorimetric, S. cerevisiae, triplicate retest. 0.61% of 280,000 active. inhibition, % at 10 µM. S. cerevisiae NALP1/ASC/caspase-1 growth, X-gal OD620, 72 h; in the data active = inhibition mostly above about 24%, no sharp cut-off; inactive = mostly below about 32%; note: some compounds called inactive have numbers as strong as hits
# PHOSPHO1 block: PubChem AID 1565. Phosphoethanolamine/phosphocholine phosphatase (Homo sapiens), Q8TCT1. recombinant PHOSPHO1, absorbance phosphatase assay. inhibition, % at 13.3 µM. 1.1% of 290,000 active; in the data active = inhibition above about 60%
# M18AAP inhibitor: PfM18AAP inhibitors, malaria aminopeptidase, primary screen, biochemical, QFRET, recombinant enzyme; inhibition, % at 7.35 µM; M18 aspartyl aminopeptidase (Plasmodium falciparum 3D7); 1.2% of 290,000 active; AID 1822, 2009; H-Glu-NHMec fluorogenic cleavage;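 active = inhibition above the campaign mean inhibition over all tested compounds plus 3 SD, cut at about 28% in these data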;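 note: 0% = plate median of test compound wells and 100% = 2 mM ZnCl2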
# IDE inh: human IDE inhibitors in live cells, primary screen, fluorescence polarization, HEK cells, FAbetaB substrate | FAbetaB cleavage | AID 434962, 2010 | 0.41% of 320,000 active | Insulin-degrading enzyme (Homo sapiens), P14735 | inhibition, % at 5.59 µM;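 active = percent inhibition above the average of all tested compounds plus 3 SD, set per screening campaign, cut at about 16% in these data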;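 note: IDE supplied by intact live HEK cells; FP after avidin binding of uncleaved biotin substrate so inhibition keeps polarization high; 0% = DMSO wells and 100% = 60 µM reference IDE inhibitor Ii1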
# Target sequence (P14735 whole entry, looked up): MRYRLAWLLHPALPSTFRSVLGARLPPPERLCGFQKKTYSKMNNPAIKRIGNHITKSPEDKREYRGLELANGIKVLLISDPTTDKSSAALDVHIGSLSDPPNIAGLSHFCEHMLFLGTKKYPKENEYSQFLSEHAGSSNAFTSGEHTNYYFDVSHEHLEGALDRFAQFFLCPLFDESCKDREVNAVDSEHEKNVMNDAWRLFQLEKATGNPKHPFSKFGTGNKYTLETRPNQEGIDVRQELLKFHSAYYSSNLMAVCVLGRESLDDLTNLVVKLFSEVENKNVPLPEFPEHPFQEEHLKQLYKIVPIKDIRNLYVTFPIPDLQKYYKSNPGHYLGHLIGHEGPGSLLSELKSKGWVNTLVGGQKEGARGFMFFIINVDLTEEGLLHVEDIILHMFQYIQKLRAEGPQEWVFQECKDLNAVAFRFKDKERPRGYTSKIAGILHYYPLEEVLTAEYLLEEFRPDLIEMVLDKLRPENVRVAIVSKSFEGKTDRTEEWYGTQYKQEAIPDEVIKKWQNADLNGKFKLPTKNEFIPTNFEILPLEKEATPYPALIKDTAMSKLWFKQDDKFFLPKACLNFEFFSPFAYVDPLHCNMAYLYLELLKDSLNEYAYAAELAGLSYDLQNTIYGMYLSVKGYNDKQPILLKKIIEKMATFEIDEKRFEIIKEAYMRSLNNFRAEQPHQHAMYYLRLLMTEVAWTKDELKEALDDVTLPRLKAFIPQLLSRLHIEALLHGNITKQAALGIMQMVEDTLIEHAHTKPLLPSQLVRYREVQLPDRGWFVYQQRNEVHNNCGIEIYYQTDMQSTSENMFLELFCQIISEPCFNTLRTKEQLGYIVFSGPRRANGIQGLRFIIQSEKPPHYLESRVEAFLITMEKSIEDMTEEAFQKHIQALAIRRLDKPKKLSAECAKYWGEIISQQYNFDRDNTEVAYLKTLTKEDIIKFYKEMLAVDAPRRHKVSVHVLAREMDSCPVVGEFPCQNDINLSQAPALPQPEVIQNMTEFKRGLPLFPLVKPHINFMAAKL
# VIM-2 inhibitor: VIM-2 metallo-beta-lactamase inhibitors, primary screen, biochemical, epi-absorbance readout, Pseudomonas aeruginosa enzyme. inhibition, % at 5.6 µM. AID 1527, 2009. purified VIM-2, nitrocefin hydrolysis, epi-absorbance fluorescence. 0.89% of 290,000 active;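 active = inhibition above the mean of all tested compounds plus 3 SD, cutoff set per screening run, cut at about 7.5% in these data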;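 note: red hydrolysis product quenches plate fluorescence so inhibitors raise well fluorescence; 0% = enzyme with DMSO and 100% = DMSO without enzyme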
# p-CIP stab down: p/CIP-EGFP fusion destabilizers, primary screen, fluorescence, F442A cells | 16 h | 0.01% of 290,000 active | decrease of EGFP signal, % at 10 µM | AID 1984, 2009;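 active = EGFP signal decrease of at least 30% at 10 µM or well 3 SD below plate mean, unless failing retest; inactive = the rest, including hits failing retest or dose response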; note: some compounds called inactive have numbers as strong as hits; many of its hits are not listed in these tables
# IDE cell activ: human IDE activators in live cells, primary screen, fluorescence polarization, HEK cells, FAbeta-B substrate; Insulin-degrading enzyme (Homo sapiens), P14735; FAbeta-B cleavage; 0% vehicle, 100% cell-free pure enzyme wells; activation, % at 5.96 µM; 0.073% of 340,000 active; AID 493087, 2011;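 active = activation above the mean of all tested compounds plus 3 SD, set per screening campaign, cut at about 17% in these data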
# * hit, by the source's call; x = no result given.
SMILES,IMP-1 inh,GPR7 antag,NALP1 yeast inh,PHOSPHO1 block,M18AAP inhibitor,IDE inh,VIM-2 inhibitor,p-CIP stab down,IDE cell activ
CN(CC(=O)Nc1ccc(F)c(F)c1)S(=O)(=O)c1cccc2nsnc12,-1.9,6,-2,12,0,2,-1.2,-5,1
CCCn1c(NCc2ccccc2NS(=O)(=O)c2ccc(C)cc2)nc2ccccc21,-2.4,-2,20,-2,-8,2,-1.6,-2,5
O=C(NCc1ccco1)c1ccc(N2CCCC2=O)cc1,-4.0,-14,14,8,-10,-4,-2.6,1,4
Cc1cc(NC(=O)COC(=O)c2cccc(O)c2)no1,-3.4,-5,1,13,3,2,-2.9,-10,6
CC(C)Cc1nnc(NC(=O)CC(C)c2ccccc2)s1 (centres undefined),-0.6,-21,2,30,0,2,-1.6,12,4
COc1cc(CC(NC(C)=O)C(=O)NC2CCN(c3nc(C)cc(C)c3C#N)CC2)cc(OC)c1 (centres undefined),-2.8,-9,18,8,3,-4,0.3,0,4
CC1CN(C(=O)C(C)N2CCN(c3cccc(Cl)c3)CC2)CC(C)O1 (centres undefined),-2.2,-8,-7,44,-1,4,-1.3,9,10
COC(=O)c1sccc1NC(=S)N1CCN(c2cc(C)ccc2C)CC1,-2.2,-1,33,-7,-1,2,-3.9,1,7
CC(C)N(c1ccccc1)c1ccc(NC(=O)C2CCCO2)cc1 (centres undefined),-3.0,-1,19,1,-1,4,-1.5,-10,0
COc1ccc(OC)c(S(=O)(=O)N2CCC(C(=O)Nc3ccc(C)c(C)c3)CC2)c1,-3.8,-13,17,56,-4,4,-3.9,-2,-1
Cc1ccccc1/C=C/c1cc[n+](C)cc1,-2.3,-9,-1,-13,-8,1,0.0,6,1
O=C(Nc1ccccn1)c1ccc(Cl)c(S(=O)(=O)N2CCOCC2)c1,-0.7,-11,10,12,-15,-1,-0.8,-20,3
Oc1ccc(/C=N/N2CCCCC2)c(O)c1,0.6,0,22,28,12,2,0.9,1,5
CC(=O)NCC(=O)OCC(=O)c1ccc(C)c(C)c1,-2.9,-7,8,-7,-8,-2,-3.7,-19,-2
CCO/C=C1/C(=O)N(CC)c2ccccc21,-0.9,9,8,16,0,2,-1.1,7,5
CN(C)S(=O)(=O)c1ccc(Cl)c(NC(=O)COC(=O)/C=C/c2cnc3ccccc3n2)c1,-0.6,-1,21,-2,-4,-5,-3.0,-3,-4
CCc1ccc2c(CN(C)Cc3ccccc3OC)cc(=O)oc2c1,1.0,0,12,24,0,1,-1.6,-7,3
CCOC(=O)c1c(NC(=O)C2=C(C)NC(=S)NC2c2ccc(C)cc2)sc(C)c1C (centres undefined),-0.6,-4,8,20,3,5,-1.9,-21,1
COCCn1c(Cc2cccn2C)nnc1SCC(=O)NCc1ccc2c(c1)OCO2,-3.9,-12,3,-26,35*,6,-4.6,10,6
O=C(NCC1CCCO1)C1CCC(=O)N1Cc1ccccc1Cl (centres undefined),-0.6,-15,6,-7,1,4,-3.1,-15,6
COc1ccc(-c2nc3n(c(=O)c2C#N)CCS3)cc1,-2.3,-13,-16,18,1,5,1.1,8,-1
COC(=O)Sc1nc(N2CCOCC2)c2c(c1C#N)CC(C)(C)OC2,0.9,-10,11,25,-19,10,-2.6,0,-10
CN1C(=O)SC(Nc2cccc3ccccc23)C1=O (centres undefined),-2.8,-3,6,5,14,7,-2.2,-1,-2
Cn1c(=O)c2cn(-c3ccccc3)cc2n(C)c1=O,-4.4,-4,8,30,-6,-3,-1.0,-9,1
CCOC(=O)c1c(-c2ccc(C)o2)csc1NC(=O)CN(C)CC(=O)Nc1ccc(C)cc1,-1.6,13,15,15,-44,4,-0.2,-15,-5
COc1ccc(NC(=O)C2CCCN2C(=O)Nc2cccc(F)c2)cc1 (centres undefined),-0.8,-7,-2,-20,4,-1,-2.1,-6,8
Cc1nc2c(C(=O)NCCc3ccccc3Cl)c[nH]n2c(=O)c1Cl,-0.9,2,18,4,-1,0,0.7,-10,3
O=C1c2cccc3c(N4CCCCC4)ccc(c23)C(=O)N1c1ccccn1,5.8*,4,6,7,-3,75*,3.3,-427,-7
CC1Cc2cc(/C(O)=C3/C(=O)C(=O)N(Cc4ccncc4)C3c3ccc(N(C)C)cc3)ccc2O1 (centres undefined),-4.0,3,-2,29,26,-6,2.0,2,4
CCCc1cc(C(=O)Nc2cc(Br)ccc2O)no1,-4.1,-2,37,-6,9,2,0.5,-14,8
COc1cc(OC)c(-c2nc3ccccc3s2)cc1OC,-2.9,-14,-2,-9,3,0,-4.3,-14,-3
COc1ccccc1CN1CCNC(=O)C1CC(=O)NCCc1cnccn1 (centres undefined),-0.6,-9,9,40,-2,1,-2.1,-11,5
CCOc1ccccc1N1CCN(C(=O)c2c(C)noc2C)CC1,-4.4,-10,-7,-3,-4,4,-0.9,-9,-4
CCOCCCN(C)C1CCN(C(=O)c2oc3ccccc3c2NC(=O)COc2ccc(F)cc2)CC1,-2.1,-18,21,33,-2,2,2.0,-1,8
CCOC(=O)N1CCN(CC(O)COC(CC)c2ccccc2)CC1 (centres undefined),-2.4,-10,-14,9,-4,-2,-1.8,4,-4
Cc1ccc(S(=O)(=O)Nc2cc(C(=O)NCCN3CCCC3)ccc2N2CCCCC2)cc1,-2.5,0,-14,9,-1,7,-3.0,-18,4
CCN(C(=O)c1cc(S(=O)(=O)N2CCCCC2)c[nH]1)c1ccc(OC)cc1,-2.8,0,-1,20,7,4,-0.6,-10,-5
Cc1cc(N/C(=N/S(=O)(=O)c2cc(F)ccc2F)c2ccccc2)n(-c2ccccc2)n1,-1.0,8,0,40,0,6,0.2,7,4
COc1ccccc1N1CSC2=C(C#N)C(c3ccc(SC)cc3)CC(=O)N2C1 (centres undefined),-2.4,2,-13,92*,30*,2,-0.2,-3,-15
S=C(N/N=C/c1ccccc1Cl)Nc1cccc(Cl)c1Cl,-2.7,-6,x,36,-8,0,-4.7,-7,-17
C=CCNC(=O)c1ccc2c(c1)nnn2C,-4.8,-3,-3,7,-5,1,-0.5,19,3
COc1cccc(OC)c1CN(C)C(=O)c1cnccc1C(F)(F)F,-1.2,-7,8,-6,4,6,-0.1,12,x
COc1cccc(N2CC(C)Cn3c2nc2c3c(=O)[nH]c(=O)n2C)c1 (centres undefined),-1.5,-18,5,39,-5,x,5.0,-7,1
CCOc1ccc(NC(=S)NC(=O)/C=C/c2ccc(OC)c(OC)c2)c([N+](=O)[O-])c1,-2.0,0,-2,2,-3,-1,-0.3,-11,8
COc1ccccc1NC(=O)CC1COc2ccccc2O1 (centres undefined),-2.2,4,3,45,-2,-2,-0.5,-12,4
CCN(CCO)C(=O)C12CCC(C)(C(=O)C1)C2(C)C (centres undefined),-5.7,-10,6,2,-4,1,-3.8,-13,2
Cc1c(C(=O)N2CCOCC2)c(S(=O)(=O)Nc2cccc(C#N)c2)c(C)n1C,-2.3,5,0,20,5,0,-7.1,6,-1
CCc1ccc(NC(=O)C(CC)c2ccccc2)cc1 (centres undefined),-0.9,31*,14,14,3,0,-2.4,5,-4
NCC(O)COCCC12CC3CC(CC(C3)C1)C2 (centres undefined),-3.9,7,17,15,4,2,-2.6,-6,0
COC(=O)[C@H](CCSC)NC(=O)Nc1cccc(C)c1C,-1.4,-9,20,2,1,3,-0.8,8,2
O=C(O)c1cnc(N2CCOCC2)nc1,-2.3,1,-11,-23,1,-5,-2.5,-6,8
CN(C)c1ccc(/C(=N\O)C(F)(F)F)cc1,-1.1,0,37,-8,8,2,-1.5,2,9
Cc1cccc(OCC(=O)NCC(=O)N/N=C/c2cccnc2)c1,-1.0,-6,-2,8,-4,-3,-2.3,2,-1
Cn1ccnc1SCCC#N,-4.2,9,6,16,-3,-2,-3.0,8,-9
CCC(=O)N1CCc2cc(S(=O)(=O)NC(C(=O)NCc3ccccc3)C(C)C)ccc21 (centres undefined),-1.9,-10,-5,9,2,-1,-0.3,0,5
NNC(=O)c1csc(COc2cc(Cl)cc(Cl)c2)n1,-4.1,-4,x,3,-14,0,-4.0,-21,x
C=CCn1c(=S)sc2c(=O)[nH]cnc21,-0.9,-16,30,16,-11,5,-1.6,-2,x
O=C(CCCC(=O)OCC(=O)c1cccs1)Nc1ccc(Oc2ccccc2)cc1,-2.0,0,18,23,2,2,-0.9,0,-3
C/C(=N\NC(=O)Cc1ccc(Cl)cc1)c1cccnc1,-4.8,1,-2,8,-4,x,-3.0,-11,0

# Entries listed so far containing a Cl atom, in the order listed:
SMILES,IMP-1 inh,GPR7 antag,NALP1 yeast inh,PHOSPHO1 block,M18AAP inhibitor,IDE inh,VIM-2 inhibitor,p-CIP stab down,IDE cell activ
CC1CN(C(=O)C(C)N2CCN(c3cccc(Cl)c3)CC2)CC(C)O1 (centres undefined),-2.2,-8,-7,44,-1,4,-1.3,9,10
O=C(Nc1ccccn1)c1ccc(Cl)c(S(=O)(=O)N2CCOCC2)c1,-0.7,-11,10,12,-15,-1,-0.8,-20,3
CN(C)S(=O)(=O)c1ccc(Cl)c(NC(=O)COC(=O)/C=C/c2cnc3ccccc3n2)c1,-0.6,-1,21,-2,-4,-5,-3.0,-3,-4
O=C(NCC1CCCO1)C1CCC(=O)N1Cc1ccccc1Cl (centres undefined),-0.6,-15,6,-7,1,4,-3.1,-15,6
Cc1nc2c(C(=O)NCCc3ccccc3Cl)c[nH]n2c(=O)c1Cl,-0.9,2,18,4,-1,0,0.7,-10,3
S=C(N/N=C/c1ccccc1Cl)Nc1cccc(Cl)c1Cl,-2.7,-6,x,36,-8,0,-4.7,-7,-17
NNC(=O)c1csc(COc2cc(Cl)cc(Cl)c2)n1,-4.1,-4,x,3,-14,0,-4.0,-21,x
C/C(=N\NC(=O)Cc1ccc(Cl)cc1)c1cccnc1,-4.8,1,-2,8,-4,x,-3.0,-11,0
